Screens deposited in PubChem BioAssay by several laboratories.
Cdc25B inh: inhibitors of Cdc25B phosphatase catalytic domain, primary screen, biochemical, OMFP fluorescence; M-phase inducer phosphatase 2 (Homo sapiens), P30305; 65,000 tested, 0.1% active; inhibition, %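 (compounds tested at 10 µM final in the well)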; recombinant Cdc25B, OMFP fluorescence Ex485/Em525; AID 368, 2006; in the data active = inhibition above about 50%
Abs 340nm: compound light absorbance at 340 nm, profiling panel, artefact control, biochemical, MLSMR library, data from PS, PMK, MK assays. 65,000 tested, under 10 active. AID 708, 2007. compound absorbance at 340 nm, fold over control. fold change at 10 µM;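 active = at 10 µM dose, initial 340 nm absorbance at least 2 fold that of control wells; inactive = change under 2 fold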;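 also: initial absorbance extrapolated from kinetic A340 decline of NADH oxidation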
JNK3 blocker: JNK3 kinase activity inhibitors, primary screen, biochemical, human, purified enzyme | 60,000 tested, 0.61% active | HTS | inhibition, % at 8 µM | Mitogen-activated protein kinase 10 (Homo sapiens), P53779; in the data active = inhibition above about 17%;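 also: 0% = DMSO and 100% = reference inhibitor; many of its hits are not listed in these tables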
Target sequence (P53779 whole entry, looked up): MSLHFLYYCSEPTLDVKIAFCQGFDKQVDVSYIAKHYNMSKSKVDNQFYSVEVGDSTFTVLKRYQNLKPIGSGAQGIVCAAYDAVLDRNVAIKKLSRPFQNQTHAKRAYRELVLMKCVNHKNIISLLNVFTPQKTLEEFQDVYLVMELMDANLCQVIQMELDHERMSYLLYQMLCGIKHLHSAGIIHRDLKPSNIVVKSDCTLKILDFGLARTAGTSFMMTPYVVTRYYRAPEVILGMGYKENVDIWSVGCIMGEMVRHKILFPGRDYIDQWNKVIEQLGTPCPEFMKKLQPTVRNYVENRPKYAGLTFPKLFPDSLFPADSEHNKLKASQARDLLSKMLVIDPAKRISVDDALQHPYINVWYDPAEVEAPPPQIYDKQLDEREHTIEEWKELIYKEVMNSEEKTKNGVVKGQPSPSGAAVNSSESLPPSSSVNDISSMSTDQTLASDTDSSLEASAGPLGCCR
FXIIa inh mix: human factor XIIa inhibitors, primary screen, biochemical, pooled compound mixtures, fluorogenic substrate. purified FXIIa. inhibition, % at 5 µM. 62,000 tested, 0.2% active;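 also: 0% = enzyme without compound and 100% = no enzyme blank; some results filed as inactive read as strong as hits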
Target sequence (P00748 20-372 limits assumed): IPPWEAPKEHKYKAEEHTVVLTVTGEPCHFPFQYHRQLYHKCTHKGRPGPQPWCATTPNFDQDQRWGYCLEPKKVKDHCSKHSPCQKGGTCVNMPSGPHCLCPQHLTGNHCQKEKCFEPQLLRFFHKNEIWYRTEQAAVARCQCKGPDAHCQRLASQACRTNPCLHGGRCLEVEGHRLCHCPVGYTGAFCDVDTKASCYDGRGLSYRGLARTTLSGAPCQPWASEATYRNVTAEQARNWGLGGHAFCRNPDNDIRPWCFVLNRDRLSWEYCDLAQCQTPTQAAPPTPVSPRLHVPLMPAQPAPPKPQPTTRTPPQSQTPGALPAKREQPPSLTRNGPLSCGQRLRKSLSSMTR
Target sequence (P00748 373-615 limits assumed): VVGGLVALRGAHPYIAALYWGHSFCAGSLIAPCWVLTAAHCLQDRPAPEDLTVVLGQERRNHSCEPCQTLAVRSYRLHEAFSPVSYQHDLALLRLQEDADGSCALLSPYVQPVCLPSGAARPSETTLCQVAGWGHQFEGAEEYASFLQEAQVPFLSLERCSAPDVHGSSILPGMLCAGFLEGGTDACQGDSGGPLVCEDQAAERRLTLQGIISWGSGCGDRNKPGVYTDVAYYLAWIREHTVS
AP complement: alternative complement pathway inhibitors, primary screen, biochemical, ELISA, human serum, orthogonally pooled compounds | LPS-coated ELISA, C3 deposition; tested in compound mixtures | inhibition, % at 5 µM | 62,000 tested, 0.08% active | AID 1235, 2008;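 active = inhibition above 30% in each of the two pooled mixtures holding the compound, so the lower value exceeds 30%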;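 also: 0% = serum in Mg-EGTA without compound and 100% = EDTA serum blank; some compounds past the cut are filed as inactive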
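Assay system: human serum alternative complement pathway, C3 deposition on LPS-coated wells; Dosing: 5 µM per compound in ten-compound mixtures; Detection: Anti-C3 ELISA, OD 450 nm; Buffer or medium: Mg2+-EGTA GVB++ buffer containing human serum at 1:15 dilution; Timing: 1 h at 37 °C; Replication: two different pools per compound.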
MMP-13 inhibitor: human MMP13 inhibitors, primary screen, biochemical, FRET peptide cleavage; 65,000 tested, 0.07% active; AID 570, 2006; inhibition, % at 4 µM; MMP-13 fTHP FRET cleavage, Mca fluorescence;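 active = inhibition above the mean of compound-free control plate wells plus 3 SD, cut at about 14% in these data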;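 also: 0% = DMSO wells and 100% = wells with reference MMP-13 inhibitor after basal subtraction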
Hsp90 inh: tumor Hsp90 inhibitors, primary screen, cell lysate, fluorescence polarization, NCI-N417 lysate | Heat shock protein HSP 90-alpha (Homo sapiens), P07900 | Cy3B-geldanamycin FP displacement | inhibition, % at 30 µM | 64,000 tested, 0.35% active | AID 429, 2006;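 active = inhibition above 50%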;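 also: 0% = tracer plus lysate wells and 100% = tracer alone without lysate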
FXIa inh mix: FXIa protease inhibitors in compound pools, primary screen, biochemical, 10-compound mixtures. inhibition, % at 5 µM. AID 680, 2007. purified FXIa, fluorogenic substrate, pooled mixtures. 62,000 tested, 0.19% active;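 also: each value is inhibition by a whole ten-compound pool holding the compound; 0% = enzyme with no mixture and 100% = wells lacking enzyme; strong numbers were not always called active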
DUSP1 inh: MKP-1 phosphatase inhibitors, primary screen, biochemical, in vitro | recombinant MKP-1, OMFP hydrolysis fluorescence | Dual specificity protein phosphatase 1 (Homo sapiens), P28562 | 65,000 tested, 0.15% active | inhibition, %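 (compounds tested at a single concentration somewhere between 10 and 100 µM)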;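 active = inhibition above about 50%, limit read from the data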;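 also: 0% = DMSO max control wells and 100% = wells with enzyme stopped by NaOH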
Starred values were filed as active, the others as inactive; x = not tested or not shown; [ ] = dose if it differs, or a comment. Rule as the data show it, unless noted: active = inhibition above about 20% (passing the limit was not always enough); inactive = the rest.

SMILES	Cdc25B inh	Abs 340nm	JNK3 blocker	FXIIa inh mix	AP complement	MMP-13 inhibitor	Hsp90 inh	FXIa inh mix	DUSP1 inh
COC(=O)c1ccccc1NC(=O)C1CCCN(S(C)(=O)=O)C1 (stereo not given)	-13	1	0	2	2	1	-5	2	3
COC(=O)C1=C(C)NC(C)=C(C(=O)OC)C1c1cc2cc(C)ccc2[nH]c1=O	6	1	-2	2	3	-29	-2	4	13
Cc1nc2cc(-n3ccc(=O)cc3)ccc2n1-c1ccccc1	-2	1	x	4	-11	3	-3	-2	2
CCn1c2ccccc2c2nc3cc(OC)c(OC)cc3nc21	-10	1.1	3	7	14	-53[fluorescence artefact?]	-5	3	38
COc1ccc(C(C#N)C2(C)OCCO2)cc1OC (stereo not given)	-4	1	-2	10	7	1	-3	5	4
Cn1c(OCc2ccco2)nc2c1c(=O)n(Cc1ccc(Cl)c(Cl)c1)c(=O)n2C	9	1	1	x	x	1	-5	x	-20
COc1ccccc1-c1cc(C(=O)Nc2cc(C)on2)no1	-15	1	-1	4	-1	-1	0	-3	-2
CCc1ccc(N2CCCn3c2nc2c3c(=O)n(CCN3CCOCC3)c(=O)n2C)cc1	-10	1	6	3	-9	2	-1	1	27
COC(=O)c1nn2c(C(F)(F)F)cc(-c3ccc(Br)o3)nc2c1Br	-23	1.1	2	x	x	-3	-4	x	-9
COc1cccc(N(CC(=O)NCc2cccnc2)S(C)(=O)=O)c1	-5	1	4	2	11	-6	0	-6	1
CN(CC(=O)Nc1ccccc1Cl)C(=O)COC(=O)CNC(=O)c1ccc(Br)o1	0	1	3	-5	13	-1	-4	5	0
Nc1c(N2CCN(c3ccccc3)CC2)c2ccccc2oc1=O	-10	1.1	6	10	12	3	-1	2	2
CCC1CCc2c(sc(NC(=O)c3ccoc3C)c2C(N)=O)C1 (stereo not given)	-3	1.1	2	3	1	-4	-14	3	43
COc1ccc(NC(=O)CSc2nc(NS(=O)(=O)c3ccccc3)cc(=O)[nH]2)cc1	-3	0.97	-8	17	11	4	-1	9	9
Cc1cc(C)n(-c2nc(NCc3cccnc3)c3c4c(sc3n2)COC(C)(C)C4)n1	3	1.1	-1	11	12	-41	-3	2	30
Cc1ccc(S(=O)(=O)/N=C/c2ccco2)cc1	-11	1	0	13	-13	3	-1	6	-3
COc1ccccc1-n1c2c(cc(C(=O)N3CCC(C)CC3)c1=O)C(=O)CC(C)(C)C2	2	1	0	9	19	4	-3	9	18
CCC(C)(C)NC(=O)C(c1ccccc1F)N(Cc1ccco1)C(=O)Cn1nnc2ccccc21 (stereo not given)	5	1	-5	1	16	2	-1	4	31
Cc1cc(C)c(NC(=O)CN2CCN3CCCC3C2)c(C)c1 (stereo not given)	-1	0.97	-11	4	9	4	4	-25	9
CCC(=O)N1CCc2cc(S(=O)(=O)CCC(=O)NCc3ccc4c(c3)OCO4)ccc21	8	0.97	1	12	21	0	-3	6	-5
Cc1ccc(Cl)cc1N(CC(=O)NC1CCCCC1)S(C)(=O)=O	-12	1	-2	6	6	-8	2	-5	5
O=C(Nc1ccccc1)N1CCN(c2nc3ccccc3s2)CC1	1	1	-1	6	12	1	2	4	2
Cc1c(C(=O)NCc2cccnc2)oc2c1C(=O)CC(C)(C)C2	-1	1	-8	-10	15	4	-10	3	-7
Cc1cc(OCC(=O)NCCCN(C)C)cc(C)c1Br	-11	1.1	-10	8	10	1	-1	7	0
Cc1ccc(OCC(=O)Nc2cccc(C)n2)c(C)c1	-13	1	-1	-1	8	-3	0	0	4

New compounds follow.
SMILES	Cdc25B inh	Abs 340nm	JNK3 blocker	FXIIa inh mix	AP complement	MMP-13 inhibitor	Hsp90 inh	FXIa inh mix	DUSP1 inh
C=CCn1c(N)c(-c2nc3ccccc3n2C)sc1=S	-9	1.1	-6	-3	-8	-6	-26	4	10
c1ccc(C2(c3ccccc3)OCC(Cn3cncn3)O2)cc1 (stereo not given)	-17	1	-5	3	15	-6	1	6	-18
O=C(COc1ccc(Cl)cc1Cl)NCc1ccco1	-6	1	-8	-13	-9	2	-5	-4	-1
O=C(c1cnn2c(C(F)F)cc(C3CC3)nc12)N1CCc2ccccc2C1	-6	1	6	-2	0	-3	-2	-3	14
CC(=O)c1cccc(NC(=O)c2cc(C)no2)c1	-4	1.1	4	-16	-3	-11	0	6	0
C#CCSc1nnc(-c2c[nH]c3ccccc23)n1C	-4	1.1	5	-18	32	-4	0	9	-10
COc1ccc2c(c1)SC1=NCCS(=O)(=O)N12	-3	1.1	x	4	5	1	x	6	11
Cc1onc(COc2ccccc2O)c1Br	-4	0.98	-5	11	13	1	-3	0	3
CCN1C(=O)C2C(c3ccc(O)c(OC)c3)NC(C)(C(=O)OC)C2C1=O (stereo not given)	-11	0.98	0	8	13	-2	1	0	-6
CCOc1ccc(-c2nnc(-c3ccco3)o2)cc1OCC	-6	1	-1	-8	-10	-106[fluorescence artefact?]	2	5	12
CC(C)N(CCNC(=O)c1cn(C)c2ccc(S(=O)(=O)N(C)C)cc2c1=O)Cc1ccccc1	-14	1.1	-4	4	4	2	-3	2	-6
Cn1c(OCc2cccnc2)nc2c1c(=O)n(Cc1ccc(Cl)cc1)c(=O)n2C	18	1	3	x	x	-7	-6	x	-10
O=c1n(Cc2ccccc2)c2cc(Cl)cnc2n1Cc1ccccc1	2	1	-3	7	-6	-12	-1	6	-6
CCOc1cc(C(=O)Nc2cc(C)ccn2)cc(OCC)c1OCC	2	1	10	3	2	-2	-5	2	-21
O=C(CN1CCN(c2ncccn2)CC1)Nc1ccccc1-n1cccc1	-10	0.99	x	-2	-4	3	0	12	5
C/C(CC1(O)C(=O)N(Cc2ccccc2)c2ccccc21)=N\O (stereo not given)	6	1.1	5	x	x	0	-3	x	-17
CN(C)C(=O)c1ccc(NC(=O)c2cccnc2)cc1	-10	1	x	3	6	-2	-5	0	-2
Cc1ccc(C)c(/C(O)=C2/C(=O)C(=O)N(CCN3CCOCC3)C2c2ccco2)c1 (stereo not given)	17	1.1	1	-1	0	0	-4	2	29
CCOc1ccc2nc(N3CCCCCC3)sc2c1	-5	1	-7	12	0	1	-1	1	-11
Cc1c(N2C(=O)c3ccccc3C2=O)c(=O)n(-c2ccccc2)n1C	0	1	4	6	6	3	0	0	-4
N#CCCN1CCN(S(=O)(=O)c2ccc(S(=O)(=O)NC3CCCC3)cc2)CC1	-9	0.99	-5	34	0	2	-3	2	-3
O=C(CN1C(=O)c2ccccc2C1=O)N1CCN(c2ccccc2)CC1	-9	1.1	4	-54	1	7	-5	4	1
C(=N\n1cnnc1)/c1ccc(N2CCOCC2)s1	2	1.1	x	12	12	8	x	7	7
COCc1nc(-c2ccc(-c3ccc(OC)cc3)nc2OC)no1	6	1.1	0	5	9	-270[fluorescence artefact?]	-4	0	0
Cc1ccc(C2C(=O)N(C3CCC(C)CC3)CC(=O)N2C2CC2)cc1 (stereo not given)	4	1	x	2	-11	2	0	0	5

New compounds follow:
SMILES	Cdc25B inh	Abs 340nm	JNK3 blocker	FXIIa inh mix	AP complement	MMP-13 inhibitor	Hsp90 inh	FXIa inh mix	DUSP1 inh
CCN(CC)S(=O)(=O)c1cccc(-c2nnc(SC(C)C#N)n2Cc2ccccc2)c1 (stereo not given)	-16	0.96	2	2	1	-5	-1	-13	10
CC1(C)Oc2ccc(C(=O)N3CCc4ccccc43)cc2N(CC(=O)N2CCCC2)C1=O	-4	0.99	-2	5	0	1	-1	3	9
O=C(CCn1c(=O)oc2ccccc21)Nc1ccc2c(c1)OCCO2	-7	1.1	-10	16	20	-1	1	4	10
O=C(COc1ccccc1)Nc1nnc(-c2ccccc2)o1	-9	1	-7	-7	-1	3	-2	3	9
Cc1nnc(SCC(=O)NCc2ccc3c(c2)OCO3)s1	-11	1	9	9	6	-4	4	-22	-2
CC(C)c1ccc(NC(=O)CCNS(=O)(=O)c2cccc3nonc23)cc1	-10	1	x	9	11	0	-3	7	7
COc1cc(C(=O)Nc2cnc(NC(=O)C(C)C)cc2C)cc(OC)c1OC	-11	0.99	3	7	1	2	0	-3	6
CC(CN(C)Cc1ccccc1)OC(=O)C1COc2ccccc2O1 (stereo not given)	-4	1	-2	3	15	-2	-2	-28	-2
O=C(CSc1n[nH]c(-c2ccccc2Br)n1)NC(=O)NCc1ccco1	-7	1	-6	3	4	1	-1	-2	10
Cc1c(Cc2ccccc2)c(=O)oc2c(C)c(OCc3nn[nH]n3)ccc12	6	1.1	3	2	-5	-126[fluorescence artefact?]	-14	7	26
CCOc1ccc(-n2c(Cc3cc(=O)[nH]c(=O)[nH]3)nnc2SC(C)C)cc1	3	0.98	3	3	-9	1	0	2	10
O=S(=O)(Nc1nnc(-c2ccccc2)s1)c1ccc(Cl)cc1	-8	1.1	2	6	14	5	0	10	38
CCOC(=O)CCC(=O)NCc1ccc2[nH]c(C)cc2c1	-6	0.98	1	-13	15	-4	-6	6	-3
CCOC(=O)C(C)Sc1nc(N)c(NC(=O)c2ccc(OC)c(OC)c2)c(=O)[nH]1 (stereo not given)	-1	1	0	3	17	2	-2	1	1
O=c1oc(-c2cc3ccccc3o2)nc2sc3c(c12)CCCC3	-2	1.1	0	1	-13	9	-6	4	6
O=C(Nc1nc2ccc(S(=O)(=O)N3CCCCC3)cc2s1)c1ccncc1	5	1.3	6	-15	15	8	-4	2	32
O=C(CSc1ccc2c(c1)OCCO2)NCc1ccco1	3	1	3	-1	-7	-3	-3	-3	17
O=C(Oc1ccc2ccccc2c1)c1ccco1	3	1.1	2	4	10	-3	-1	-42	-8
CCOc1ccc(C(=O)Nc2cc(C)on2)cc1	-6	1	0	3	-15	-2	-1	-1	-7
O=C(Nc1nc(-c2ccncc2)cs1)c1ccco1	28	1	10	9	3	-2	-16	1	14
COc1cc2c(=O)n(-c3ccc(C)cc3)c(=O)n(CC(=O)c3ccc4c(c3)OCO4)c2cc1OC	17	1	-4	5	16	4	4	9	14
COCCn1c(SCC(=O)Nc2nnc(C)s2)nnc1-c1c[nH]c2ccccc12	0	1	4	2	10	3	-5	9	8
COc1ccc(C)cc1NC(=O)C1CC(=O)N(Cc2ccco2)C1 (stereo not given)	-14	1	3	1	-4	1	-3	-2	10
CCS(=O)(=O)CCSc1nc2ccccc2o1	-4	1	-1	-19	3	1	-2	16	2
N=c1sc2ccccc2n1-c1ccccc1	4	1	x	2	13	4	-2	7	7
CN(C1CCCCC1)S(=O)(=O)c1ccc2c(c1)c(=O)c(C(=O)NCCN1CCCC1)cn2C	-8	1.1	-1	-14	22	6	-1	11	-4
COc1nc(C)ccc1-c1noc(-c2ccncc2)n1	-9	0.99	4	20	3	4	-8	9	0
CCn1c(SCC(=O)Nc2nonc2C)nnc1-c1ccoc1C	-4	0.98	7	-15	8	2	3	8	-21

Single records (already shown). Order of values: Cdc25B inh, Abs 340nm, JNK3 blocker, FXIIa inh mix, AP complement, MMP-13 inhibitor, Hsp90 inh, FXIa inh mix, DUSP1 inh
Listed for Nc1c(N2CCN(c3ccccc3)CC2)c2ccccc2oc1=O = -10, 1.1, 6, 10, 12, 3, -1, 2, 2
Listed for O=c1oc(-c2cc3ccccc3o2)nc2sc3c(c12)CCCC3 = -2, 1.1, 0, 1, -13, 9, -6, 4, 6
Listed for CCn1c(SCC(=O)Nc2nonc2C)nnc1-c1ccoc1C = -4, 0.98, 7, -15, 8, 2, 3, 8, -21
